Compound activity: PubChem, National Center for Advancing Translational Sciences (NCATS)
HADH2 inhib – blocks human hydroxyacyl-CoA dehydrogenase type II; recombinant HADH2, NADH fluorescence, beta-hydroxybutyryl-CoA; Potency, µM (titrated, usually from 57.1 µM), for the others: at the top dose activity change, negative = inhibition, hits mostly inhibitors; 73,000 tested, 3.4% active; AID 886; further: potency means the concentration at half of the fitted maximal effect; on the % scale 0 is the no-effect control and ±100 the full control effect; nearly all actives have a fitted effect of over 60% in size; many of its hits are not listed in these tables
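NADH fluorescence (ex 360/em 450 nm) read every 30 s for 4 min; activity taken as last-minus-first time point difference. Enzyme 20 nM, NAD+ 1 mM, beta-hydroxybutyryl-CoA 90 uM, pH 9.0 Tris buffer.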
HEK293 cAMP ctrl – counter-screen for TSHR agonists: cAMP increase in parental HEK293. parental HEK293 CNG cAMP sensor, membrane potential fluorescence. 73,000 tested, 2.5% active. Potency, µM (titrated, usually from 57.1 µM), without a hit: at the top dose activation, hits mostly activators. AID 938; further: potency means the concentration at half of the fitted maximal effect; % of control where 0% means no effect; nearly all actives have a fitted effect of over 55% in size
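Parental HEK 293 cells stably expressing a cAMP-gated CNG channel were loaded with membrane potential dye containing 100 uM RO 20-1724 for 60 min. Compound added for 30 min; depolarization read as fluorescence intensity at 590 nm.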
ERK AVP block – inhibitors of vasopressin-stimulated ERK signaling pathway | HEK293-V1b, vasopressin-stimulated pERK AlphaScreen | Potency, µM (titrated, usually from 57.5 µM), without a hit: at the top dose activity, negative = inhibition, most hits filed as inhibitors | 72,000 tested, 0.99% active | AID 995; further: potency means the concentration at half of the fitted maximal effect; on the % scale 0 is the no-effect control and ±100 the full control effect; nearly all actives have a fitted effect of over 55% in size
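V1b-HEK293 cells; cpd 30 min 37C; 25 nM vasopressin 5 min; lyse 10 min; AlphaScreen beads 5 hr RT. Normalized to DMSO basal and 25 nM vasopressin; AC50 by Hill fit.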
Texas Red fluor – compound fluoresces in the Texas Red spectral region; Compound fluorescence, Texas Red channel, 547/618 nm; active compounds read high; max dye-equivalent concentration, M; 59,000 tested, 0.06% active; AID 587; in the data active means max dye-equivalent concentration above about 10 nM; inconclusive means between about 1.1 nM and that limit
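Compound fluorescence was read after 15 min at room temperature in 100 mM Tris, pH 8.0, using 547 nm excitation and 618 nm emission across a concentration series. It was expressed as Texas Red dye-equivalent concentration from an on-plate standard curve.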
FLuc inh – inhibitors of firefly luciferase; P08659; purified firefly luciferase, luminescence, 8 min; Potency, µM (doses to about 57.1 µM), for the others: top-dose activity change, negative = inhibition, actives largely listed as inhibitors; 72,000 tested, 2.2% active; further: potency means the concentration at half of the fitted maximal effect; on the % scale 0 is the no-effect control and ±100 the full control effect; nearly all actives have a fitted effect of over 40% in size
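Titration-based qHTS; buffer 50 mM imidazole pH 7.2, 50 mM KCl, 7 mM MgCl2, 10 uM ATP, 0.01% Tween 20, 0.05% BSA; luciferase/luciferin detector mix added after compound; 8 min, ambient; luminescence.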
Rhodamine autofl – compound autofluorescence in rhodamine spectral region. 59,000 tested, 0.05% active. Rhodamine-region fluorescence, 547/598 nm, Tris buffer; active compounds read high. max dye-equivalent concentration, M; in the data active means max dye-equivalent concentration above about 11 nM; inconclusive means between about 1.1 nM and that limit
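Steps: pin-transfer compounds into pH 8.0 Tris (100 mM), hold 15 min at room temperature, image with a 547/598 nm filter pair, and convert intensities to rhodamine-equivalent concentration using a six-point on-plate rhodamine series.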
Casp7 inh – allosteric or competitive inhibitors of human caspase-7. P55210. recombinant caspase-7, Ac-DEVD-AFC fluorescence rate. Potency, µM (series often up to 57.5 µM), without a hit: at the highest dose activity change, negative = inhibition, most hits filed as inhibitors. 75,000 tested, 0.02% active; active means well fitted inhibition curve with a large enough effect in the main read-out, with a control signal flat, not every such curve was filed as active; inconclusive means small, poorly fitted or top-dose-only effect, or a change in a side signal; further: potency means the concentration at half of the fitted maximal effect; % of control where 0% means no effect
Fluorescein fluor – fluorescein region autofluorescence; Compound autofluorescence, 480/540 nm, fluorescein-equivalent; active compounds read high; max fluorescein-equivalent concentration, M; 59,000 tested, 0.91% active; AID 593; in the data active means max fluorescein-equivalent concentration above about 10 nM; inconclusive means between about 1.1 nM and that limit
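Tris 100 mM pH 8.0; 15 min RT; CCD read, ex 480/em 540 nm. Output: fluorescein-equivalent concentration per compound concentration, from six-point dye series on each plate.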
Casp1 inh – allosteric or competitive inhibitors of human caspase-1; P29466; Caspase-1 enzyme, Ac-WEHD-AFC fluorogenic rate; Potency, µM (highest dose often 57.5 µM), inactives show top-dose activity change, negative = inhibition, actives largely listed as inhibitors; 75,000 tested, 0.03% active; AID 900;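 further: potency means the concentration at half of the fitted maximal effect; plate controls were vehicle for no effect and no substrate for full effect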
USP2a inh – inhibitors of human ubiquitin-specific protease USP2a | USP2a enzymatic assay, qHTS inhibition | O75604 | AID 927 | Potency, µM (doses to about 38.3 µM), for the others: top-dose activity change, negative = inhibition, actives largely listed as inhibitors | 60,000 tested, 0.1% active;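 further: potency means the concentration at half of the fitted maximal effect; nearly all actives have a fitted effect of over 60% in size; plate controls were DMSO for no effect and NEM full inhibition control for full effect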
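USP2 core (20nM final) preincubated 30 min RT with compound, then Ub-PLA2 20nM and NBD C6-HPC 20uM final added; buffer 20mM Tris-HCl pH 8.0, 2mM CaCl2. Fluorescence Ex 460/Em 535 read at 0 and 2.5 h; normalized to NEM.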
Tau fil binding – binders of human tau filaments; P10636; recombinant tau filaments, thioflavin S fluorescence, 15 h; filaments grown with octadecylsulfate alongside compound; Potency, µM (titrated, usually from 57.1 µM), without a hit: top-dose activity change, negative = inhibition; 71,000 tested, 2% active; AID 596;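 further: potency means the concentration at half of the fitted maximal effect; on the % scale 0 is the no-effect control and ±100 the full control effect; actives lower thioflavin S fluorescence by blocking filaments or displacing dye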
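His-tagged recombinant human tau (exons 2, 3, 10; 1 uM final) fibrillized with 30 uM sodium octadecylsulfate, 15 h at 37 C, in pH 7.4 HEPES buffer with 10 uM thioflavine S and 5 mM DTT. Reduced ThS fluorescence (450/510 nm) marks activity.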
Active calls of the source: *; i = inactive; ? = inconclusive; . = not tested or not shown; [ ] = another dose, or the depositor's remark. Unless noted, the call rests on the fitted dose curve; in most records, active means well fitted curve in the direction sought with a large enough effect; inconclusive means small, poorly fitted or top-dose-only effect, or another doubt; inactive means no such curve, though single readings can be large; an effect the other way counts as inactive or inconclusive. This is a subset; the hit share may differ from the screen's.

SMILES | HADH2 inhib | HEK293 cAMP ctrl | ERK AVP block | Texas Red fluor | FLuc inh | Rhodamine autofl | Casp7 inh | Fluorescein fluor | Casp1 inh | USP2a inh | Tau fil binding
Cc1cccc(CCN(Cc2cc3cccc(C)c3[nH]c2=O)C(=O)N2CCOCC2)c1 | 4% | 30% | -11% | i | 1% | i | -3% | i | -1% | . | 17%
Cn1c(=O)c2c(ncn2CC(N)=O)n(C)c1=O | -5% | -1% | 9% | i | 1% | i | -3% | ? | 1% | -4% | 6%
Cn1nnc(NC(=O)c2ccccc2F)n1 | 0% | 4% | -18% | . | -12% | . | -4% | . | -7% | -2% | 4%
CC1(C)Cc2c(sc3nn[nH]c(=O)c23)CO1 | ? | 5% | -4% | ? | -3% | i | -1% | i | -3% | 0% | 2%
CCS(=O)(=O)n1nc(-c2ccccc2)nc1SCc1ccccc1 | -9% | ? | -11% | ? | -16% | i | 0% | ? | -1% | -16% | -10%
COc1ccc(C(CNC(=O)Cn2[nH]c(=O)c3ccccc3c2=O)N2CCCC2)cc1 (configuration not stated) | 0% | 23% | 8% | i | 3% | i | 1% | ? | 0% | 9% | 5%
O=C(c1ccco1)N1CCN(c2ncnc3c2[nH]c2ccc(Br)cc23)CC1 | 20% | -14% | ? | i | -4% | i | -6% | i | -1% | 35%[activator] | 96%
COc1ccc(-c2nc3cnc(OC)nc3n(CCC#N)c2=O)cc1 | -6% | 15% | -6% | i | -5%[11.4 µM] | i | -9% | ? | -4% | 1% | -3%
CCOC(=O)CSc1nnc(-c2ccccc2NC(=O)c2ccccc2)o1 | 8% | ? | 9% | i | 3% | i | -1% | i | -1% | 4% | -8%
CCCC(=O)CN1C(=O)C2(OCCO2)c2ccccc21 | 13% | 0% | -7% | i | 1% | i | 1% | i | 2% | 0% | 1%
CC(C)(C)c1ccc(S(=O)(=O)N2CCCC2C(=O)NC2=NCCS2)cc1 (configuration not stated) | 1% | -1% | -1% | ? | -1% | i | -2% | i | 2% | 22% | -7%
COc1ccccc1C(=O)NCCC(=O)N1CC(=O)Nc2ccccc21 | 10% | 0% | -5% | i | 3% | i | -2% | ? | 0% | -7% | -2%
O=C(COc1c(F)c(F)c(C(F)(F)F)c(F)c1F)Nc1ccc(N2CCOCC2)c(Cl)c1 | 10%[11.4 µM] | 1%[11.4 µM] | ? | . | 1% | . | -2% | . | -3% | 13%[7.66 µM] | 16%[11.4 µM]
O=C(CSc1nnc(C2CC2)n1Cc1ccccc1)c1cc2ccccc2o1 | ? | ? | -15% | i | 1% | i | -3% | ? | -4% | 28% | 10µM*
O=C(Nc1ccc(Br)c2cccnc12)c1ccc(Cn2cc(Cl)cn2)o1 | 0% | 24% | -7% | i | 0% | i | 0% | i | -1% | 29% | -4%
CC(=O)c1c(N=CN(C)C)nc(C)nc1-c1ccccc1 | -7% | 4% | 23% | i | 0% | i | 0% | i | 0% | 2% | -11%
Cc1ccc2cc3cc(C(=O)N4CCCCCC4)oc3nc2c1 | ? | 12% | 19% | i | 7.9µM* | i | -2% | i | -4% | 8% | 42%
Cc1ccc(C)c(N2CCN(C(=O)c3cc(S(=O)(=O)N4CCOCC4)ccc3F)CC2)c1 | -8% | 5% | 7% | i | 2% | i | -6% | i | -4% | 38%[activator] | 2%
O=C(O)CCCNc1cc(N2CCC3(CC2)OCCO3)c2noc3c2c1C(=O)c1ccccc1-3 | ? | -24% | 32% | 1e-08M* | 25µM* | ? | -13% | 1.3e-08M* | ? | 14% | 16µM*
Cc1sc2nc3n(c(=O)c2c1C)NC(=O)CC3 | -11% | 2% | -9% | i | 1% | i | -2% | i | -6% | -7% | -1%
COc1ccc(-n2nc(C(=O)Nc3ccc4c(c3)OCO4)c3ccccc3c2=O)c(OC)c1 | 6% | ? | 5% | ? | 1% | i | -2% | i | 1% | 23% | 15%
C/C(=N\O)C(=O)C(CN1CCCCC1)CN1CCCCC1 | 6% | -3% | -4% | . | 2% | . | 1% | . | 1% | -3% | -5%
Cc1ccc(-c2nnn(CC(=O)N3CCCCC3)n2)c(-n2cnnn2)c1 | 4% | -8% | -8% | i | 0% | i | 0% | i | 0% | -5% | 8%
NC(=Nc1ccccc1)Nc1ccccc1 | 6% | -9% | -4% | . | . | . | 2% | . | -1% | . | 13%
O=C(c1cnn2cccnc12)N1CCN(Cc2ccc3c(c2)OCO3)CC1 | 4% | 0% | 1% | i | 1% | i | 0% | i | 0% | 7% | -4%
Cc1noc(C)c1COC(=O)c1cc(F)c(F)cc1Cl | 16% | 13% | -26% | i | 1% | i | -1% | ? | -1% | 3% | -1%
CC(=O)Nc1nc(-c2ccccc2)nc(-c2ccccc2OC(C)=O)n1 | 3% | ? | ? | . | -6% | . | -1% | . | -1% | 12% | 1.3µM*
CN(C)c1ccc(C2N(c3ccc(F)cc3)C(=O)C3CCCN32)cc1 (configuration not stated) | -8% | -9%[11.4 µM] | -15% | . | 0% | . | -3% | . | -7% | . | -9%
COC(=O)c1[nH]c2ccccc2c1NC(=O)CNC1CCCCC1 | -23% | 28% | ? | i | 1% | i | -1% | i | -1% | 26% | 2%
CN(Cc1ccco1)c1ncncc1-c1cccnc1 | ? | 10% | -10% | i | 2%[2.29 µM] | i | -12% | ? | -6% | -5% | 24%
C=CCN1C(=O)C2C(C(=O)NC3CCCCC3)C3C=CC2(O3)C1C(=O)NC1CCCC1 (configuration not stated) | 3% | 0% | 9% | i | 2% | i | 2% | i | -1% | . | 1%
CC(C)OCCCNC(=O)CCc1nc(-c2ccccc2)no1 | 8% | 6% | -14% | i | 3% | i | -1% | ? | 0% | 8% | -1%
Cc1cc(C)n(-c2cccc(Cl)c2)c(=O)c1C#N | -6% | 6% | 11% | ? | -2% | i | 0% | i | 2% | -1% | 1%
CC1=C(C(=O)N2CCOCC2)C(c2cccs2)NC(=O)N1 (configuration not stated) | -4% | 1% | 2% | . | 1% | . | 1% | . | -3% | -3% | 2%
Cc1ccccc1NC(=O)c1ccc(NC(=O)c2ccco2)cc1 | -2% | 0% | -18% | i | -3% | i | -1% | i | 3% | 3% | 0%
O=C(NCc1cccs1)C1CCCN(S(=O)(=O)c2ccc(Br)s2)C1 (configuration not stated) | 7% | 27% | -11% | i | 1% | i | -3% | ? | 0% | -17% | 82%
N#Cc1cccc(NC(=O)N2CC3(CCN(C(=O)c4ccco4)CC3)C2)c1 | 9% | 9% | -2% | i | -3%[11.4 µM] | i | 1% | ? | -3% | 22% | 14%
CCn1nnc(NC(=O)c2cccnc2)n1 | ? | 6% | -6% | ? | -1% | i | -2% | ? | 0% | -11% | 14%
O=C(NCCc1ccc(S(=O)(=O)N2CCCC2)cc1)c1cccs1 | 5% | 6% | 7% | . | 0% | . | -3% | . | 1% | -3% | 8%
CCCCC(c1nnnn1C1CCCC1)N1CCN(C2CCCC2)CC1 (configuration not stated) | 21% | ? | -13% | i | 3% | i | 1% | i | 0% | . | -20%
COC(=O)c1ccc(OCC(O)CN(CC(C)C)CC(C)C)cc1 (configuration not stated) | -18% | 17% | 5% | . | 2% | . | -1% | . | 0% | -8% | -13%
O=C(CSc1ncn(-c2ccccc2)n1)Nc1ccc2c(c1)OCCO2 | ? | 11% | -16% | i | 0% | i | 0% | i | -2% | 7% | 1%
CCN(CC)CCN(CC)Cc1ccccc1Br | -2%[11.4 µM] | ? | 20% | . | 1% | . | 2% | . | -1% | -5%[7.66 µM] | -16%[11.4 µM]
C=CCNC(=O)CCCCC(=O)NCC=C | 4% | 6% | 18% | i | 0% | i | 2% | i | 3% | 5% | 17%
CCOc1ccc(Nc2oc(Cc3ccccc3)nc2C#N)cc1 | -2% | 7% | ? | i | -13% | i | -3% | i | -1% | -10% | -18%
NCCCCCCCCCCN | 8% | ? | -7% | i | 0% | i | 2% | ? | 2% | 1% | -1%
COC(=O)c1ccc(C(NC(=O)OCc2ccccc2)/C(C)=C/[C@@H](C)C(=O)NCc2nc3ccccc3s2)cc1 (some centres not stated) | 0% | ? | 2% | . | . | . | -8% | . | -3% | . | 21%
O=C(O)CCC(=O)Nc1ccc(S(=O)(=O)N2CCCC2)cc1 | 8% | -1% | -9% | i | 2% | i | 2% | i | -2% | 1% | -6%
